GALK inhibitor: qHTS Assay for Inhibitors of Human Galactokinase (GALK); Purified GALK, Kinase-Glo residual ATP luminescence; Potency, µM (highest dose often 57.5 µM), for inactives: at the top dose activity change, negative = inhibition, most hits filed as inhibitors; 270,000 compounds, 0.007% hits; AID 1868, 2009; note: potency is the fitted concentration of half-maximal effect
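The enzyme phosphorylates galactose (100 uM) using ATP (35 uM); inhibition is detected as higher residual ATP, quantified by bioluminescence after 1 h reaction at room temperature, pH 8.0.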
KCNH2 WT inh: qHTS for Inhibitors of KCHN2 3.1: Wildtype qHTS; 340,000 compounds, 0.37% hits; activity change, % at 1.84 µM; U2OS, BacMam KCNH2, thallium flux FluxOr; hits give low values; Voltage-gated inwardly rectifying potassium channel KCNH2 (Homo sapiens), Q12809;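 active = maximum activity change below -70%; inconclusive = maximum activity change between -70% and -50%; inactive = maximum activity change above -50%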
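U2OS cells were transduced with wild-type KCNH2 virus (2.03 x 10^8 / mL) for 4 h at room temperature, then cultured overnight at 37 C. Thallium flux was read with FluxOr dye. Rate constants were normalized to DMSO controls.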
Coupling enz: qHTS Assay for Inhibitors of Fructose-1,6-bisphosphate Aldolase from Giardia Lamblia: Coupling assay counterscreen; coupling enzyme system counterscreen, AmpLite Red fluorescence; activity change, negative = inhibition, % at 58.2 µM, hits read low; 290,000 compounds, 0.67% hits; AID 2472, 2010; in the data active = activity change below about -30%
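Fluorescence at 525 nm excitation and 598 nm emission measured inhibition of the coupled detection system without aldolase. Compounds (at 57.5 uM final) were preincubated 10 min at room temperature with coupling enzyme reagent before a 20 min substrate/AmpLite Red step.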
Eya2 phos inh: qHTS Assay for Inhibitors of the Phosphatase Activity of Eya2. Potency, µM (doses to about 76.9 µM), for inactives: at the top dose activity, negative = inhibition, hits mostly inhibitors. AID 488837, 2010. recombinant Eya2, OMFP fluorescence dephosphorylation (OMFP is methylfluorescein phosphate). 330,000 compounds, 0.006% hits. Protein phosphatase EYA2 (Homo sapiens), O00167; note: potency is the fitted concentration of half-maximal effect
Target sequence (O00167 whole entry, looked up): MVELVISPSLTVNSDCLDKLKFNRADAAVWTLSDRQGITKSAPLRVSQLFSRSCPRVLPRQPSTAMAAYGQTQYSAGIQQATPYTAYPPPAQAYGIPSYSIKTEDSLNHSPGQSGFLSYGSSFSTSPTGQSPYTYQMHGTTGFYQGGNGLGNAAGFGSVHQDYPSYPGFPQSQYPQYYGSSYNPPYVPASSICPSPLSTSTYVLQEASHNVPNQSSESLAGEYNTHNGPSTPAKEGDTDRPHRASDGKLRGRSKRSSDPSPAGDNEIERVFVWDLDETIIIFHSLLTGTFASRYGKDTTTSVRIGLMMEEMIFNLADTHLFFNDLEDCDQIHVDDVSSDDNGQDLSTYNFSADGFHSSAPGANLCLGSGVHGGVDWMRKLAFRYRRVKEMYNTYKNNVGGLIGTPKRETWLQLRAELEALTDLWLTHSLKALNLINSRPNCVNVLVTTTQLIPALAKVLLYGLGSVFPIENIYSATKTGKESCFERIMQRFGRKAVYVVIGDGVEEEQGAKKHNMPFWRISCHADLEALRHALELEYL
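Eya2 (0.2 uM) preincubated 10 min at ambient with compound, then OMFP substrate added at 50 uM; 10 min reaction in 50 mM HEPES pH 7.5, 50 mM NaCl, 5 uM MgCl2, 0.05% BSA, 1 mM DTT. Fluorescence read at Ex 485/Em 525 nm.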
USP2a block: qHTS Assay for Inhibitors of Ubiquitin-specific Protease USP2a Using CHOP2 as the Reporter; Ubiquitin carboxyl-terminal hydrolase 2 (Homo sapiens), O75604; USP2 core, Ub-CHOP2 coupled fluorogenic reporter, 485/531; Potency, µM (top dose mostly 38.3 µM), for inactives: at the highest dose activity change, negative = inhibition, hits mostly inhibitors; 330,000 compounds, 0.01% hits; AID 463254, 2010;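 note: potency is the fitted concentration of half-maximal effect; plate controls were DMSO wells for no effect and full inhibition by NEM control for full effect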
Target sequence (O75604 whole entry, looked up): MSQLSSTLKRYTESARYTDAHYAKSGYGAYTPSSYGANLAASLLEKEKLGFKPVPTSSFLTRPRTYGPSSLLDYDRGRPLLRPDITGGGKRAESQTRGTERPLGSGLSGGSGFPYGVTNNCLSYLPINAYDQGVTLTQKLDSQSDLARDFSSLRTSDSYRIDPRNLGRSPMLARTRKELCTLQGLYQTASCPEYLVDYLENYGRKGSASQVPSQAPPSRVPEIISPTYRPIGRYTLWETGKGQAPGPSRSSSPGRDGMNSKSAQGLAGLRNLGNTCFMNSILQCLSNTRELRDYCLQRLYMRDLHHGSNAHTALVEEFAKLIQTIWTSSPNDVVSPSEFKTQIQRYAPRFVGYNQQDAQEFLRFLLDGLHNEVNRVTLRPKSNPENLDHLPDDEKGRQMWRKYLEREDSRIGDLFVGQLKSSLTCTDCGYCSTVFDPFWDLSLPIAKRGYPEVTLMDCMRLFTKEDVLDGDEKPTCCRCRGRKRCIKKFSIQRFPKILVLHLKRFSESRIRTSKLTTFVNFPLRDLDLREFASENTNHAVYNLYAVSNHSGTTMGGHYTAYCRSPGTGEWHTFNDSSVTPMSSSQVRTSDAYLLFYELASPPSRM
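Deubiquitinase activity read as fluorescence (485/531 nm) after Ub-CHOP2 cleavage activates the enterokinase reporter on its substrate; USP2 core 10nM, Ub-CHOP2 and substrate 25nM each, 30min compound preincubation then 60min RT; data normalized to NEM, curves fitted.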
uPA surface inh: qHTS for Inhibitors of Cell Surface uPA Generation; 330,000 compounds, 0.31% hits; cell surface uPA generation assay, qHTS; Potency, µM (series often up to 38.3 µM), without a hit: at the highest dose activity change, negative = inhibition, most hits filed as inhibitors; active = well fitted inhibition curve with a large enough effect; inconclusive = small, poorly fitted or top-dose-only effect; inactive = no such curve, though single readings can be large or run the other way; tested in mouse RAW 264.7 cells; note: potency is the fitted concentration of half-maximal effect; nearly all actives have a fitted effect of over 55% in size
PKM2 act: qHTS Assay for Activators of Human Muscle isoform 2 Pyruvate Kinase; 260,000 compounds, 0.34% hits; Potency, µM (highest dose often 57.5 µM), without a hit: at the highest dose activation, actives largely listed as activators; purified PKM2, Kinase-Glo ATP luminescence, activation; response scale: 0% is enzyme alone, no compound; Pyruvate kinase PKM (Homo sapiens), P14618; note: potency is the fitted concentration of half-maximal effect; nearly all actives have a fitted effect of over 55% in size
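hPK-M2, >95% pure; 0.1 mM ADP / 0.5 mM PEP final; imidazole pH7.2 buffer w/ 7 mM MgCl2, 50 mM KCl; 1 h RT; Kinase-Glo lum. Intermediate enzyme activity for dual inhibitor/activator qHTS.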
Giardia killer: Small Molecules that selectively kill Giardia lamblia: qHTS. Giardia lamblia trophozoite viability. activity change, % at 7.66 µM, hits read low. 340,000 compounds, 0.15% hits. AID 540267, 2011; in the data active = activity change below about -80%; inconclusive = between about -30% and that limit;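 note: parasites exposed to compound for two days anaerobically before the ATP read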
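Viability, read as ATP luminescence: trophozoites at 100 cells/well, compound added, 48 hrs anaerobic at 37 deg C, then 15-30 min room-temperature development before reading.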
B2AR arrestin: qHTS assay of beta-arrestin-biased ligands of beta2-adrenergic receptor; 330,000 compounds, 0.02% hits; Beta-2 adrenergic receptor (Homo sapiens), P07550; beta-arrestin recruitment to beta2AR, cell-based reporter; Potency, µM (highest dose often 46.1 µM), for the others: at the highest dose activation, actives largely listed as activators;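 note: potency is the fitted concentration of half-maximal effect; 0% = DMSO controls and full agonism = EC100 isoproterenol or metaproterenol; nearly all actives have a fitted effect of over 65% in size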
KCNH2 3.1 inh: qHTS for Inhibitors of KCHN2 3.1: Mutant qHTS. U2OS KCNH2 3.1, thallium flux FluxOr; hits give low values. 340,000 compounds, 0.95% hits. activity change, % (tested at about 1.8 µM). Potassium voltage-gated channel subfamily H member 2, brain isoform KCNH2 3.1 (human);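 active = maximum activity change below -70%; inconclusive = maximum activity change from -70% to -50%; inactive = maximum activity change above -50%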;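 note: thallium influx rate constant from kinetic fluorescence after stimulation buffer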
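We transduce U2OS cells with the mutant 3.1 virus, culture them overnight, load FluxOr with Red40 quencher for 45 min, then add stimulation buffer and read kinetically for 2 min to derive a normalized rate constant.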
Chronic BCR inh: qHTS Assay to Find Inhibitors of Chronic Active B-Cell Receptor Signaling; ABC-DLBCL IkBa-CBG/CBR reporter, luminescence ratio, 4 h; Potency, µM (top dose mostly 46.1 µM), for inactives: at the top dose ratio change, negative = lower green/red ratio, actives largely listed as inhibitors; 340,000 compounds, 0.05% hits; AID 493014, 2011; active = well fitted inhibition curve with a large enough effect in the signal ratio, with a control signal flat, not every such curve was filed as active; inconclusive = small, poorly fitted or top-dose-only effect, or effect the other way, or a change in a side signal; the % refers to the signal ratio;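 note: potency is the fitted concentration of half-maximal effect; plate controls were basal doxycycline-induced cells for no effect and cells given 10 µM MG132 for full effect; MG132 reads +100%, hits lower the ratio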
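Concentration-response series (up to 46 uM) were applied to TMD8 dual-reporter cells for 4 h at 37C with doxycycline. Green/red ratio, after filter-overlap correction, defined %Activity; red signal alone was normalised to basal cells and zero luminescence.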
Active calls of the source: *; ? = inconclusive; / = not tested or not shown; & = joins results of further samples; [ ] = dose if it differs, or a comment. Unless noted, calls come from the whole dose curve; as a rule, active = well fitted curve in the direction sought with a large enough effect; inconclusive = small, poorly fitted or top-dose-only effect, or another doubt; inactive = no such curve, though single readings can be large; an effect the other way counts as inactive or inconclusive. Unless noted, % is set by controls: 0 for no effect and ±100 for the full control effect. Random draw from the library (roughly 2.4% active in at least one column).

SMILES	GALK inhibitor	KCNH2 WT inh	Coupling enz	Eya2 phos inh	USP2a block	uPA surface inh	PKM2 act	Giardia killer	B2AR arrestin	KCNH2 3.1 inh	Chronic BCR inh
Cn1nc(-c2ccccc2)c(CSc2ccccc2)c1Cl	-2%	2	1	-31%	-5%	5%	4%	-11	0.0%	-2	?
O=C(O)C1CCCN(S(=O)(=O)c2ccc3c(c2)OCCO3)C1 (configuration not stated)	3%	-13	1	-2%	-3%	-1%	3%	-16	-0.4%	10	?
O=C1S/C(=C\c2ccc(Cl)cc2)C(=O)N1CCn1cnnn1	11%	-3	10	-10%	-3%	0%	3%	-28	-0.3%	3	?
Cc1cccc(N/C=C(\[N+](=O)[O-])S(=O)(=O)c2ccccc2)c1C	-2%	2	2	9%	3%	4%	-14%	-4	-0.1%	7	4%
Cc1ccc(C)c(OCc2ccc(C(=O)Nc3ccc([N+](=O)[O-])cn3)o2)c1	/	-8	/	-2%	5%	?	/	7	-0.5%	-13	9%
COc1ccc2nc(/C(C#N)=C\c3ccc(Oc4ccc([N+](=O)[O-])cn4)cc3)[nH]c2c1	1%	-2	0	-4%	2%	-1%	-6%	-17	0.6%	3	?
CCCCN(CC)C(=O)Cc1cn(C)c2ccccc12	3%	0	1	-24%	-2%	3%	4%	-8	0.0%	-13	-2%
O=C(CCn1c(=S)oc2ccccc21)N1CCN(c2ccc(F)cc2)CC1	/	9	0	1%	0%	0%	-1%	-4	-0.8%	-23	1%
CCC(=O)Nc1ccc(Br)c(Cl)c1	1%	3	0	-18%	2%	-2%	-6%	12	-0.2%	8	?
Cc1ccc(SCC(=O)NC2CC2)cc1	3%	-8	1	4%	1%	9%	-7%	0	0.3%	-6	1%
COc1cccc(CNC(=O)CCC2CCCN(C(=O)c3ccc(C)nc3)C2)c1 (configuration not stated)	0%	-4	-2	0%	3%	-1%	-2%	-17	0.1%	7	11%
CC(C)OCC(O)CN1CCNCC1 (configuration not stated)	-3%	-17	0	?	0%	2%	1%	-11	0.2%	-3	-3%
OCCNCCSc1ccc(Cl)cc1	11%	16	4	-14%	4%	-21%	0%	15	-1.3%	-7	19%
Cc1ccc2cc(C#N)c(NCCNC(=S)NCCCN(C)C)nc2c1C	-1%	9	-1	-2%	2%	10µM*	-6%	-10	0.2%	-1	1%
O=C(CSc1ncccn1)NC1CCS(=O)(=O)C1 (configuration not stated)	0%	20	/	-1%	2%	8%	-3%	0	0.5%	9	1%
N#C/C(=C\c1cccc(NC(=O)c2ccccc2Cl)c1)C(=O)NCCc1ccccc1	0%	-3	0	2%	4%	-3%	0%	13	5.3%	8	21µM*
CCN(CC)S(=O)(=O)c1ccc(OCC(=O)NC(=O)c2ccccc2OC)c([N+](=O)[O-])c1	-5%	-4	-1	12%	0%	6%	3%	-1	-0.3%	-23	?
CCOC(=O)CSc1ccc2nnc(-c3ccccc3)n2n1	4%	-10	0	-12%	1%	1%	1%	18	0.0%	12	-6%
COc1cc(/C=C(\NC(=O)c2ccccc2)C(=O)NCCO)c([N+](=O)[O-])cc1OC	/	-12	5	10%	4%	6%	-4%	?	0.1%	-6	-2%
Oc1cc(Nc2ccccc2)cc2cccnc12	/	/	/	-14%&6%	-2%&4%	?	/	-15	0.4%&-0.1%	/	?
COc1cccc(CN2CCNC(=O)C2CC(=O)NCCOc2cccnc2)c1 (configuration not stated)	5%	-4	-7	9%	0%	5%	-1%	-10	0.0%	6	-9%
Cc1ccc(-n2nc3c(N4CCC(C(=O)N5CCCCCC5)CC4)nnc(C)c3c2C)cc1	6%	-34	/	-13%	3%	1%	/	-11	-0.2%	-11	-1%
COc1cc(/C=C/C(=O)OCC(=O)c2ccccc2)cc(OC)c1OC	/	18	/	-2%	2%	-6%	/	-9	-0.8%	19	?
Cc1ccc(C(C)C)c(OCC(=O)Nc2ccc(N3CCN(S(C)(=O)=O)CC3)cc2)c1	-5%	-4	0	12%	-1%	2%	-4%	-8	-0.3%	4	0%
CCOC(=O)C(NC(=O)c1ccc(F)cc1)(Nc1nnc(C)s1)C(F)(F)F (configuration not stated)	0%	-4	1	10%	2%	1%	2%	-7	-0.4%	-6	-2%
Going on with the list.
SMILES	GALK inhibitor	KCNH2 WT inh	Coupling enz	Eya2 phos inh	USP2a block	uPA surface inh	PKM2 act	Giardia killer	B2AR arrestin	KCNH2 3.1 inh	Chronic BCR inh
COc1ccccc1N1CCN(C(=O)c2cn(C)c3ccc(S(=O)(=O)N4CCOCC4)cc3c2=O)CC1	5%	-3	4	17%	4%	-1%	-2%	18	0.2%	7	-3%
CC(C)CC(=O)Nc1ccc2c3c(cccc13)CC2	1%	16	-2	2%	4%	0%	-1%	11	-0.7%	5	9%
CC(=O)Nc1ccccc1C(=O)C(=O)Nc1cccc(Br)c1	1%	-7	-6	-20%	3%	0%	2%	-3	-0.9%	-9	?
COc1cc2c(cc1OC)CN(C1CCC(C)CC1)CC2 (configuration not stated)	-6%	7	0	-1%	3%	8%	3%	1	-0.4%	-1	?
CC(/C=C/c1ccc(N(C)C)cc1)=N/N=C1/NC(=O)CC(C(=O)Nc2ccc(Cl)cc2)S1 (configuration not stated)	/	0	1	7%	4%	-3%	-4%	35[activator]	-0.8%	20	-3%
COc1cccc(C(=O)Nc2cccc(C(=O)NCC(C)C)c2)c1	0%	0	-2	-3%	2%	-3%	3%	10	-0.2%	11	-2%
COC(C(=O)Nc1ccc(F)cc1)c1ccccc1 (configuration not stated)	2%	-4	-2	-7%	5%	0%	-6%	-5	-0.1%	1	17%
COc1cc(C(=O)NC2CCCc3ccccc32)ccc1OCC(=O)Nc1ccc(F)cc1 (configuration not stated)	2%	2	4	3%	-2%	3%	0%	-19	5.4%	-4	?
CC1CC1C(=O)N(C)CC(=O)Nc1cccc(F)c1 (configuration not stated)	/	-7	/	-17%	-1%	-4%	/	-8	0.0%	-1	2%
CC(C)C(=O)NC(CC(=O)O)c1ccccc1 (configuration not stated)	1%	-10	2	4%	0%	3%	5%	-7	-0.3%	3	-2%
COc1ccc(N(C)S(=O)(=O)c2cccc(C(=O)NC3CCCCC3C)c2)cc1 (configuration not stated)	3%	-2	2	-6%	-3%	9%	-29%	3	0.1%	0	-4%
COC(=O)C1=C(N)Oc2cc(C)n(CCCn3ccnc3)c(=O)c2C1c1cccc(Cl)c1 (configuration not stated)	-1%	10	4	-2%	0%	-4%	0%	27	-1.0%	-28	?
O=C(NCc1ccccn1)C1CCN(S(=O)(=O)c2cnc[nH]2)CC1	0%	-5	-1	-21%	2%	0%	4%	18	-1.5%	-9	2%
CN1CCN(c2ccc(NC(=O)c3ccccc3)cc2)CC1	5%	1	3	16%	-2%	-8%	/	4	0.4%	12	-6%
c1ccc(-c2nnc3sc(-c4cc5ccccc5o4)nn23)cc1	-2%	-5	-2	6%	-1%	/	0%	-5	0.0%	-12	?
O=C(CN(C(=O)CCC(=O)Nc1nccs1)c1ccc(F)cc1)NCc1ccc2c(c1)OCO2	-1%	-2	-2	-13%	-4%	1%	1%	-9	0.5%	-1	-6%
COc1ccc(NC(=O)C2CCCN(S(=O)(=O)c3cccc4nonc34)C2)cc1OC (configuration not stated)	-1%	14	1	-2%	1%	-2%	0%	1	0.3%	10	-5%
O=C(O)C1SCCN1S(=O)(=O)c1ccc(N=NN2CCOCC2)cc1 (configuration not stated)	2%	-3	8	5%	1%	2%	-3%	0	3.7%	5	?
Cc1ccc(NS(=O)(=O)c2ccc3c(c2)oc(=O)n3C)c(C)c1	3%	-6	-1	-6%	0%	-7%	?	-9	-0.5%	13	1%
COc1ccc(/C=N/n2cncn2)cc1Cn1cc([N+](=O)[O-])cn1	-2%	-5	-3	5%	7%	-6%	7%	10	-0.1%	21	-6%
CC(C)Oc1ccc(C(CC(=O)O)NC(=O)C(Sc2ccccc2)c2ccccc2)cc1 (configuration not stated)	6%	4	14	1%	1%	-1%	2%	?	-0.3%	-14	10%
CC(C)c1nc2cc(C(=O)N(C)Cc3ccc(F)cc3)ccc2o1	1%	-4	/	0%	0%	0%	-1%	-18	-0.4%	-10	1%
COc1ccccc1-n1c(SCC(=O)Nc2ccc(NC(C)=O)cc2)nc2c([nH]c3ccccc32)c1=O	5%	-2	3	10%	-7%	30%	6%	29	11%	8	?

Screens as filed in PubChem.
